Source: PubChem
GRP78 ERSR act: qHTS for Inducers of the Endoplasmic Reticulum Stress Response (ERSR) in Human Glioma: qHTS; U87-MG GRP78 promoter luciferase reporter, 16 h; Potency, µM, for inactives: at the highest dose activation, usual class: activators; 0.02% of 420,000 active; AID 602332, 2012; further: potency means the concentration at half of the fitted maximal effect; series mostly up to about 76 µM; % of control where 0% means no effect; nearly all actives have a fitted effect of over 35% in size
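ERSR induction read as luciferase luminescence (Bright-Glo, 10 min at room temperature) in stably transfected human U87-MG glioma cells exposed to compounds for 16 h, using GRP78 as sensor.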
LDHA block: qHTS assay for inhibitors of human lactate dehydrogenase; L-lactate dehydrogenase A chain (Homo sapiens), P00338; purified LDHA, NADH/diaphorase-resazurin fluorescence; stronger effect = lower value; activity change, % (values are at about 110 or 230 µM); 0.15% of 480,000 active; AID 1347041, 2019; in the data active means activity change below about -30%; inconclusive means mostly about -25% to -30%;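 further: plate controls were DMSO wells for no effect and wells without enzyme for full effect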
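Human LDH5 at 2 nM final in Tris HCl pH 7.4 with 0.06 mM NADH and 0.2 mM pyruvate, reacted 5 minutes at room temperature. Remaining NADH coupled via diaphorase/resazurin; resorufin fluorescence read at 0 and 20 minutes, normalized to enzyme-free and DMSO wells.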
D2 potentiator: HTS Assay for Positive Allosteric Modulators of the Human D2 Dopamine Receptor: Primary Screen for Potentiators; D(2) dopamine receptor (Homo sapiens), P14416; HEK293 T-REx D2, calcium flux, EC20 dopamine potentiation; potentiation, % at 10 µM; 0.34% of 340,000 active;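 active means potentiation over 3 SD above the plate norm, cut at about 30% in these data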; further: 0% is about no effect
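Calcium flux readout, no-wash dye, 1 read/s. Inducible HEK293 Trex D2 line, overnight 30 C. Compound alone 180 s (agonist flags), then EC20 dopamine, another 180 s to score potentiation.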
D1 potentiator: Potentiators of Human D1 Dopamine Receptor: qHTS | potentiation, % at 10 µM | AID 504651, 2011 | HEK293 TREx D1 cells, calcium flux, dopamine EC20 potentiation | 0.036% of 360,000 active; in the data active means potentiation above about 30%; further: 0% is about no effect
D1 antagonist: Antagonist of Human D 1 Dopamine Receptor: qHTS; D(1A) dopamine receptor (Homo sapiens), P21728; HEK293 TREx D1 cells, calcium flux, dopamine EC80; stronger effect = lower value; activity change, negative = inhibition, % at 10 µM; 3.2% of 360,000 active; AID 504652, 2011; in the data active means activity change below about -30%; further: on the % scale 0 is the no-effect control and ±100 the full control effect
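HEK293 T-REx cells expressing inducible, force-coupled D1 receptor; no-wash Ca dye, 30–90 min RT. Cmpd → 180 s read at 1 Hz → EC80 DA → 180 s read.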
RXFP1 ag: qHTS Assay for Agonists of the Relaxin Receptor RXFP1; Relaxin receptor 1 (Homo sapiens), Q9HBX9; HEK293T-RXFP1 cAMP TR-FRET, 30 min; response scale: percent of porcine relaxin response, buffer zero; Potency, µM (top dose mostly 57.5 µM), without a hit: top-dose activation, actives largely listed as activators; 0.3% of 370,000 active; AID 2676, 2010; further: potency means the concentration at half of the fitted maximal effect; on the % scale 0 is the no-effect control and ±100 the full control effect; nearly all actives have a fitted effect of over 60% in size; many of its hits are not listed in these tables
Target sequence (Q9HBX9 whole entry, looked up): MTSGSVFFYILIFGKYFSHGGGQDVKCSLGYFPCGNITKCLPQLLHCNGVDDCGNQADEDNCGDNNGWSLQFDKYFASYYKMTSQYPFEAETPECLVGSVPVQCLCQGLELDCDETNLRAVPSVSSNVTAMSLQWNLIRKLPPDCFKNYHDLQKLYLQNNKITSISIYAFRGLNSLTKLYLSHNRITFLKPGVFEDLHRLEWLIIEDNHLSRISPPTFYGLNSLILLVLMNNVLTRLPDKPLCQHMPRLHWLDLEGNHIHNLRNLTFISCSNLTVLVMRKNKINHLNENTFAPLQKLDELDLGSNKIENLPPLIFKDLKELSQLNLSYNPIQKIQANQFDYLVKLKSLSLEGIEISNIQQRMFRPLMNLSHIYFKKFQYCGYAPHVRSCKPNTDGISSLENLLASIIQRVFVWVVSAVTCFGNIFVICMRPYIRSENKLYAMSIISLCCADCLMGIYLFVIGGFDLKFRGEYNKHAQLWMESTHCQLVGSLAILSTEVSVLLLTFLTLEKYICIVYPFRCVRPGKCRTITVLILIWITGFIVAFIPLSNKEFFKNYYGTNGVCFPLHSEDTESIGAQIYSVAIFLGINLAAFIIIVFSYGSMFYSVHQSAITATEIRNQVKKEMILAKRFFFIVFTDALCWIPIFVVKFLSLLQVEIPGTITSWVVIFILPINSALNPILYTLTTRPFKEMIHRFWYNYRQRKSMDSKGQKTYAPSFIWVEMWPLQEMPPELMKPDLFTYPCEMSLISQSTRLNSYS
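HEK293 cells stably expressing RXFP1, treated 30 min at 37C with compounds plus PDE4 inhibitor Ro 20174; cAMP measured by HTRF TR-FRET. Normalized to buffer and 29 nM porcine relaxin; EC50 by Hill fit.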
Vif-A3F inh: qHTS for Inhibitors of Vif-A3F Interactions: qHTS; HeLa A3F-eYFP + Vif (tagged APOBEC3F with the HIV-1 protein that degrades it), YFP fluorescence increase; Potency, µM (top dose mostly 46.1 µM), inactives show at the highest dose activity, negative = active; 0.2% of 390,000 active; AID 602313, 2012; further: potency means the concentration at half of the fitted maximal effect; % of control where 0% means no effect; nearly all actives have a fitted effect of over 65% in size
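Fluorescence increase (Ex 488/Em 500-530) after overnight compound treatment at 37 deg C flags inhibition of Vif-driven A3F-eYFP loss in stable HeLa A3F-eYFP/Vif cells seeded overnight beforehand.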
D1 ag: Allosteric Agonists of the Human D1 Dopamine Receptor: qHTS | D(1A) dopamine receptor (Homo sapiens), P21728 | HEK293 T-REx D1 cells, calcium flux, agonist mode | activation, % at 2 µM | 1% of 360,000 active | AID 504660, 2011; in the data active means activation above about 30%; further: 0% is about no effect
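Tetracycline-induced HEK293 TREx D1 cells, force-coupled to calcium signalling, were dye-loaded with a no-wash calcium kit. Compound was pin-added after a 10 s baseline. Fluorescence was read kinetically at 1 cycle/s for 180 s, with calcium rises flagged as agonism.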
Vif-APOBEC3G blk: qHTS for Inhibitors of Vif-A3G Interactions: qHTS; DNA dC->dU-editing enzyme APOBEC-3G (Homo sapiens), Q9HC16; HeLa A3G-eYFP + Vif (tagged APOBEC3G with the HIV-1 protein that degrades it), YFP fluorescence, overnight; Potency, µM (doses to about 46.1 µM), for the others: top-dose activity, negative = active, most hits filed as inhibitors; 0.076% of 410,000 active;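 further: potency means the concentration at half of the fitted maximal effect; on the % scale 0 is the no-effect control and ±100 the full control effect; nearly all actives have a fitted effect of over 60% in size; hits raise eYFP signal because A3G escapes Vif-driven loss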
Target sequence (Q9HC16 whole entry, looked up): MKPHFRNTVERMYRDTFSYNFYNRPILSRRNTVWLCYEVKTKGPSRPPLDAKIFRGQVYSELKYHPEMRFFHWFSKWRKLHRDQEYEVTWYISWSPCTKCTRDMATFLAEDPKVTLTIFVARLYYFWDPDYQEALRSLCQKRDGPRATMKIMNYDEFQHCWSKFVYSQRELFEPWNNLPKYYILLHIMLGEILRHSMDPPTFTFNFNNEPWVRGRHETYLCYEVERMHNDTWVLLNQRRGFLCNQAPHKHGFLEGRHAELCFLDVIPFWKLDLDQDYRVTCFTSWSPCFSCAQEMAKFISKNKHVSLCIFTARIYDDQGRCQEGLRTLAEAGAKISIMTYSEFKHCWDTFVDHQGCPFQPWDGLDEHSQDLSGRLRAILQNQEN
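Read-out is eYFP fluorescence (Ex 488/Em 500-530) from Vif-expressing HeLa A3G-eYFP cells; more signal means A3G escaped Vif-mediated degradation. Cells plated overnight, compound pinned in, incubated overnight at 37 deg C.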
Active calls of the source: *; ? = inconclusive; nt = not tested or not shown. Unless noted, the call rests on the fitted dose curve; in most records, active means well fitted curve in the direction sought with a large enough effect; inconclusive means small, poorly fitted or top-dose-only effect, or another doubt; inactive means no such curve, though single readings can be large; an effect the other way counts as inactive or inconclusive. These rows are one share of the data (hit frequency here may not be typical).

SMILES | GRP78 ERSR act | LDHA block | D2 potentiator | D1 potentiator | D1 antagonist | RXFP1 ag | Vif-A3F inh | D1 ag | Vif-APOBEC3G blk
O=C(COC(=O)c1ccc2ncsc2c1)Nc1ccc(Cl)cc1 | -3% | -6 | -9 | 3 | -11 | -0.3% | 0% | 6 | 2%
NC(=O)CSc1nc(-c2ccccc2)c(-c2ccccc2)o1 | 0% | -10 | 17 | -3 | 16 | -1.1% | -8% | -3 | -8%
CC(C)CC(NC(=O)C(NC(=O)OC(C)(C)C)C(C)C)C(=O)N1CCCC1C(N)=O (centres undefined) | -3% | -2 | -2 | 10 | -2 | 1.7% | nt | 4 | -1%
CCOC(=O)N1CCC(Nc2c(NCCCN3CCN(CC)CC3)c(=O)c2=O)CC1 | 0% | 3 | -2 | -6 | 2 | 0.2% | 3% | 5 | -2%
Cc1cc(C)c2c(=O)n(CC(=O)Nc3cccc(F)c3)sc2n1 | -17% | -6 | 14 | -1 | -32* | 3.9% | -3% | 12 | -6%
COc1ccccc1CN(C)C(=O)c1cccc(S(=O)(=O)N2CCc3ccccc3C2)c1 | -4% | -2 | 5 | -6 | 20 | -0.1% | -1% | 3 | -2%
CC(=O)c1cnc(-c2ccccc2)s1 | 4% | -9 | -2 | -1 | -5 | 6.5% | -5% | 0 | -1%
Cc1ccc(NC(=O)Cc2cccs2)cc1Cl | 3% | -3 | 15 | 1 | -12 | 2.3% | -4% | -1 | 0%
CN(CC(=O)NC1CCN(Cc2ccccc2)CC1)S(=O)(=O)c1ccc(Cl)s1 | 0% | 3 | -27 | -9 | -26 | -2.0% | 6% | 7 | -11%
Cc1ccc(S(=O)(=O)Nc2ccc3nc(C)oc3c2)cc1 | -1% | 0 | nt | nt | nt | nt | 9% | nt | 3%
Cc1ccc(NC(=O)C2CCC(CNC(=O)[C@@H]3Cc4ccccc4CN3)CC2)c(C)c1 (some centres undefined) | -1% | -1 | 8 | -5 | 13 | -0.3% | -10% | 2 | 1%
O=C(OCC(=O)N1CCc2ccccc21)c1ccc[n+]([O-])c1 | -3% | -2 | nt | -1 | 6 | 0.4% | 0% | 2 | 1%
CC(C)Oc1ccc(C(=O)N2CCCc3ccccc32)cc1 | 7% | -17 | 12 | -7 | 10 | -0.8% | -5% | 1 | 0%
O=C(Nc1ccc(Cl)cc1)c1cnn2c1NC(c1ccccc1)=CC2c1ccccc1 (centres undefined) | 3% | 0 | 3 | -4 | -11 | 0.4% | ? | 5 | -12%
N#Cc1cc([N+](=O)[O-])ccc1NCCCn1ccnc1 | -3% | -7 | nt | -3 | 6 | 7.5% | 9% | 0 | -4%
COc1ccc(OC)c(/C=C/C(=O)NC2=NCCS2)c1 | 3% | -10 | 9 | -2 | -16 | 18% | 4% | 0 | 0%
Cn1cc(/C=N\NC(=O)C2COc3ccccc3O2)c2ccccc21 (centres undefined) | nt | nt | -7 | 0 | 10 | -1.4% | nt | 1 | nt
CCN1C(=O)CC(C(=O)Nc2ccc(F)cc2)SC1=Nc1ccc2c(c1)OCO2 (centres undefined) | -3% | 3 | -11 | -1 | -3 | -1.3% | 3% | 2 | 2%
O=C(CNC(=O)c1ccc(Cl)cc1)OCC(=O)N1CCCC1 | -3% | -1 | 6 | -2 | 20 | -2.0% | -9% | -1 | -1%
O=C(CN1C(=O)C2CC=CCC2C1=O)NCc1ccc2c(c1)OCO2 (centres undefined) | -2% | -8 | 14 | 1 | 4 | 3.1% | 2% | 6 | 2%
CCN1CCc2c(sc(-n3cccc3)c2C(CCC(C)C)NC(=O)NCCC(=O)OC)C1 (centres undefined) | 2% | -5 | 0 | 1 | -5 | 0.2% | 1% | 13 | -8%
CC(C)(C)n1nnnc1C(c1ccc(Cl)cc1)N(Cc1cccnc1)Cc1ccco1 (centres undefined) | 2% | 2 | 7 | -2 | 3 | 0.9% | -3% | -1 | 4%
CCOC(=O)c1c(N)nn(C(=O)CC)c1-c1ccccc1 | -3% | 0 | 5 | -1 | -10 | -1.0% | -14% | -2 | -7%
NS(=O)(=O)c1cnccc1Nc1ccc(Cl)c(Cl)c1 | -4% | -1 | -6 | -3 | 2 | 0.8% | 4% | 3 | 0%
C[C@H](NC(=O)c1nc[nH]c1C(=O)N1CCNCC1)C(=O)OC(C)(C)C | -3% | 0 | -15 | 5 | 8 | -0.1% | 2% | 0 | 4%
Cc1cn([C@H]2C[C@H](O)[C@@H](CCC(=O)NCCN3CCCCC3)O2)c(=O)[nH]c1=O | -2% | -5 | nt | nt | nt | nt | 6% | nt | 6%
Cn1cc(Br)c(C(=O)N2CCCCCC2)n1 | -2% | 0 | 11 | -4 | 11 | 1.7% | 1% | 9 | 3%
COc1ccc(C(=O)Nc2cccc(/C(C)=N\NC(=O)c3ccoc3C)c2)cc1OC | 2% | -13 | -2 | -9 | 3 | -1.3% | 1% | 3 | -2%
COc1ccc(N(C(=O)CNC(=O)c2cccs2)C(C(=O)NC2CCCC2)c2ccncc2)cc1 (centres undefined) | -4% | -3 | -6 | -7 | 3 | -0.4% | -2% | 0 | -1%
CC(C)(C)NC(=O)CN(C(=O)CCN1CCCc2ccccc21)C(C)(C)C | -4% | 7 | -8 | -1 | 4 | 0.0% | 0% | 1 | -2%

An excerpt from above in order of SMILES length, lowest first.
SMILES | GRP78 ERSR act | LDHA block | D2 potentiator | D1 potentiator | D1 antagonist | RXFP1 ag | Vif-A3F inh | D1 ag | Vif-APOBEC3G blk
CC(C)(C)NC(=O)CN(C(=O)CCN1CCCc2ccccc21)C(C)(C)C | -4% | 7 | -8 | -1 | 4 | 0.0% | 0% | 1 | -2%
CC(C)(C)n1nnnc1C(c1ccc(Cl)cc1)N(Cc1cccnc1)Cc1ccco1 (centres undefined) | 2% | 2 | 7 | -2 | 3 | 0.9% | -3% | -1 | 4%
COc1ccc(N(C(=O)CNC(=O)c2cccs2)C(C(=O)NC2CCCC2)c2ccncc2)cc1 (centres undefined) | -4% | -3 | -6 | -7 | 3 | -0.4% | -2% | 0 | -1%

More structures
SMILES | GRP78 ERSR act | LDHA block | D2 potentiator | D1 potentiator | D1 antagonist | RXFP1 ag | Vif-A3F inh | D1 ag | Vif-APOBEC3G blk
CN(C)CCNc1ncnc2c1sc1nc(N3CCCC3)c3c(c12)CC(C)(C)OC3 | -7% | 1 | -18 | -3 | -5 | 3.6% | ? | 0 | -1%
CCOC(=O)CSc1nnc(-c2ccccc2)c(-c2ccccc2)n1 | -9% | -9 | 10 | -4 | 1 | 3.2% | -2% | 11 | -4%
N#CCC(=O)Nc1ccc(C(=O)Nc2cccc(S(=O)(=O)N3CCCC3)c2)cc1 | -7% | -1 | nt | nt | nt | nt | 0% | nt | -1%
CN(C)S(=O)(=O)c1ccc(Cl)c(NC(=O)COC(=O)CCC2CCCCC2)c1 | -3% | 2 | nt | nt | nt | nt | 4% | nt | 1%
Nc1cc(C(=O)O)ccc1Sc1ccccc1C(=O)O | 1% | -6 | -1 | 0 | -10 | 2.4% | -1% | 3 | 1%
O=C(COC(=O)c1ccc(CN2CCCC2=O)cc1)Nc1ccc(F)cc1 | -1% | -2 | 6 | -2 | -3 | -1.3% | -3% | 7 | 2%
COc1cccc(NC(=O)c2sc3ncn(CC(=O)N4CCN(c5ccccn5)CC4)c(=O)c3c2C)c1 | 0% | -1 | 9 | 7 | 2 | 14% | 4% | 1 | 5%
CCOc1ccccc1NC(=O)Cn1ncc2ccc([N+](=O)[O-])cc21 | 0% | -11 | 8 | 4 | 5 | -2.7% | 18% | 4 | -2%
O=C(CSc1ncc(-c2ccccc2)[nH]1)Nc1ccc(F)cc1F | 4% | 0 | 9 | 2 | -8 | 4.5% | 4% | 0 | 2%
Cc1nc2ccc(NS(=O)(=O)c3ccccc3Cl)cc2s1 | -4% | 2 | 4 | 1 | 5 | -1.0% | 4% | 9 | 3%
CCN(CC)Cc1c(O)ccc2c(=O)c(-c3ccccc3OC)coc12 | -1% | -4 | -2 | -4 | 4 | 8.1% | -1% | 2 | 2%
COc1ccc(NC(=O)CN2CCN(C(=S)NC3CCCC3)CC2)cc1 | -4% | -3 | 3 | -1 | -14 | -1.0% | -22% | 3 | 0%
COC(=O)c1nc2n(n1)C(c1cc(OC)ccc1OC)C=C(c1ccc(Br)cc1)N2 (centres undefined) | -3% | -4 | -16 | 1 | 9 | 1.2% | 2% | 1 | -28%
C=CCOc1ccccc1CN1CCC(n2nccc2NC(=O)C2CC2)CC1 | -3% | -3 | -19 | -2 | -2 | -0.1% | -2% | 4 | 0%
S=C(NCCOCCOCCNC(=S)Nc1ccccc1)Nc1ccccc1 | -3% | -16 | nt | -5 | -10 | 0.1% | 5% | 9 | 1%
Cc1ccc(NS(=O)(=O)c2ccc(C(=O)N3CCN(c4ccccn4)CC3)cc2)cc1 | -2% | -2 | -2 | -6 | -2 | -0.4% | 2% | 20 | 0%
O=C(Nc1cc(C(F)(F)F)ccc1Cl)c1ccc2c(c1)CCN2S(=O)(=O)c1ccccc1 | -2% | 2 | -2 | -2 | 3 | 2.4% | 5% | 7 | 0%
O=c1oc(-c2ccccc2NS(=O)(=O)c2ccc(Cl)cc2)nc2ccccc12 | -5% | 0 | nt | 0 | -3 | 0.4% | 9% | 7 | -3%
O=C(Nc1ccc(OC(F)F)cc1)c1ccccn1 | 0% | -7 | 18 | -1 | -2 | 0.6% | -15% | -1 | 0%
CCc1ccc2c(c1)c1nnc(NN)nc1n2C | -7% | -12 | nt | 3 | -10 | 4.3% | 3% | 1 | -1%
CO[C@H]1O[C@H](C)[C@@H](O)C[C@H]1NC(=O)OCc1ccccc1 | -4% | -2 | 6 | 1 | 1 | 1.1% | 1% | 4 | 0%
